M. tuberculosis – growth inhibition of non-replicating M. tuberculosis (AID 488890); Mycobacterium tuberculosis non-replicating, growth inhibition; higher % means a stronger effect; inhibition, % at 25 µM; hits with a dose series show IC50 in µM; actives 0.39% (n = 320,000); in the data active means a potency from the dose series; inconclusive means inhibition mostly from about 82% at the one dose, without a potency; inactive means the rest, 99 in 100 with inhibition below about 76%;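 further: plate controls were DMSO cells for no effect and high antibiotic wells for full effect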
influenza NS1A – NS1A inhibition, H1N1 influenza, cell based functional assay (AID 504329) | NS1A functional cell-based assay, percent inhibition; higher % means a stronger effect | one-dose inhibition, % at 12.5 µM; IC50 in µM for titrated hits | actives 0.3% (n = 340,000); in the data active means a potency from the dose series; inconclusive means inhibition above about 27% without an active follow-up result; further: strong numbers were not always called active
inhibitors of VEEV – inhibitors of VEEV TC-83 cytopathic effect, confirmation, Vero cells (AID 588727); Vero cells, VEEV TC-83 cytopathic effect inhibition; higher % means a stronger effect; one-dose inhibition, % at 20 µM; IC50 in µM for titrated hits; actives 0.13% (n = 350,000); in the data active means a potency from the dose series; inconclusive means inhibition mostly from about 14% at the one dose, without a potency; inactive means the rest, 99 in 100 with inhibition below about 12%; further: strong numbers were not always called active
PhoP GFP inhibition – Inhibition of PhoP regulon, Salmonella typhi GFP reporter cells, confirmation, 4 h (AID 1850); Salmonella Typhi PhoP-promoter GFP reporter, fluorescence, 4 h; higher % means a stronger effect; inhibition, % at 50 µM, or IC50 in µM where a hit was titrated; actives 0.33% (n = 310,000); in the data active means a potency from the dose series; inconclusive means inhibition mostly from about 25% at the one dose, without a potency; inactive means the rest, 99 in 100 with inhibition below about 19%;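 further: 0% = induced wells with vehicle and 100% = uninduced wells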
M. tuberculosis HTS – M. tuberculosis growth inhibition, HTS (AID 449762); actives 0.59% (n = 330,000); M. tuberculosis H37Rv growth inhibition, 7H9 media; higher % means a stronger effect; inhibition, % at 25 µM, or IC50 in µM where a hit was titrated; in the data active means a potency from the dose series; inconclusive means inhibition above about 70% without an active follow-up result;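 further: bacterial growth assessed after seven days of incubation; strong numbers were not always called active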
The depositor's hits bear a star. Outcome played no part in choosing rows; overall some 1.5% were active at least once.

Screening COc1ccccc1[C@@H]1C(c2cccc(C)c2)=NN(c2ccc(Br)cc2)[C@H]1C(=O)N1CCOC1=O returned influenza NS1A -9% and inhibitors of VEEV 0.6%.
For O=[N+]([O-])c1cccc(-c2cc3cccc[n+]3cc2-c2cccc([N+](=O)[O-])c2)c1 the results were M. tuberculosis 18%, influenza NS1A -13%, inhibitors of VEEV 0.5%, PhoP GFP inhibition -5% and M. tuberculosis HTS 9%.
`O=C(CSc1nc2ccccc2c(=O)[nH]1)c1cccs1` gave M. tuberculosis 0%, influenza NS1A 5%, inhibitors of VEEV 2.1%, PhoP GFP inhibition 1% and M. tuberculosis HTS -3%.
CCN(CC)C(=O)c1ccc(NC(=O)c2cn(-c3ccccc3)nc2-c2ccc(OC)cc2)cc1 was read as M. tuberculosis 10%, influenza NS1A -7%, inhibitors of VEEV 8.2%, PhoP GFP inhibition -11% and M. tuberculosis HTS 1%.
Screening CN(C(=O)c1ccc(NC(=O)Cc2cccc(NC(=O)C3CCCN(C(=O)C4CCC4)C3)c2)cc1)C1CC1 (centres undefined) returned influenza NS1A -3% and inhibitors of VEEV 0.6%.
c1ccc(-c2cc(-c3nnc4n3N=C(c3ccc5ccccc5c3)CS4)[nH]n2)cc1 was read as M. tuberculosis 16%, influenza NS1A 17%, inhibitors of VEEV inactive, PhoP GFP inhibition -10% and M. tuberculosis HTS inconclusive.
For CCOc1ccccc1C(=O)NCC(=O)O the results were M. tuberculosis 0%, influenza NS1A -8%, inhibitors of VEEV 0.0%, PhoP GFP inhibition 0% and M. tuberculosis HTS -4%.
`Cc1ccc(S(=O)(=O)N2CCN(c3ncnc4c3cnn4-c3ccccc3)CC2)cc1` gave M. tuberculosis -8%, influenza NS1A 6%, inhibitors of VEEV 1.4%, PhoP GFP inhibition 3% and M. tuberculosis HTS -6%.
Screening O=C(O)Cn1cc(C(=O)c2ccco2)c2ccccc21 returned M. tuberculosis 2%, influenza NS1A 5%, inhibitors of VEEV 1.7% and PhoP GFP inhibition -11%.
`Cc1ccc(NC(=O)CSc2nc(=O)n(CCN(C)C)c3c2CCCC3)c(C)c1` gave M. tuberculosis 8%, influenza NS1A -3%, inhibitors of VEEV inactive, PhoP GFP inhibition 4% and M. tuberculosis HTS -9%.
`Cc1c(NC2=CC(=O)CC(C)(C)C2)c(=O)n(-c2ccccc2)n1C` gave M. tuberculosis 1%, influenza NS1A 0%, inhibitors of VEEV 1.4%, PhoP GFP inhibition 11% and M. tuberculosis HTS -2%.
`COc1ccccc1N1CCN(CCCNC(=O)C2CCCN(c3ncnc4c3nc3n4CCCCC3)C2)CC1` (centres undefined) gave M. tuberculosis 43%, influenza NS1A 8%, inhibitors of VEEV 5.3%, PhoP GFP inhibition 6% and M. tuberculosis HTS 9%.
NS(=O)(=O)c1ccc(CCNC(=O)c2coc3ccccc3c2=O)cc1 was read as M. tuberculosis -4%, influenza NS1A -13%, inhibitors of VEEV 0.8%, PhoP GFP inhibition 2% and M. tuberculosis HTS 0%.
Screening O=c1c2cc([N+](=O)[O-])ccc2nc(CN2CCN(c3ccccn3)CC2)n1-c1ccccc1F returned M. tuberculosis 18%, influenza NS1A -4%, inhibitors of VEEV 1.2%, PhoP GFP inhibition -3% and M. tuberculosis HTS -3%.
CCOC(=O)N1CCN(C(=O)CSc2ccc(-c3ccc(OC)c(OC)c3)nn2)CC1 was read as M. tuberculosis 13%, influenza NS1A 1%, inhibitors of VEEV 10%, PhoP GFP inhibition 0% and M. tuberculosis HTS -5%.
For O=C(CN(C(=O)CCC(=O)Nc1nccs1)c1cccc(C(F)(F)F)c1)NCC1CCCO1 (centres undefined) the results were M. tuberculosis -10%, influenza NS1A 6%, inhibitors of VEEV inactive, PhoP GFP inhibition 6% and M. tuberculosis HTS 4%.
`CCn1c(CNc2ccccc2Cl)nnc1SCCN1CCCCC1` gave M. tuberculosis -2%, influenza NS1A -7%, inhibitors of VEEV inactive, PhoP GFP inhibition -4% and M. tuberculosis HTS -2%.
COc1ccc(CCNC(=O)CCNC(=O)c2ccc([N+](=O)[O-])cc2)cc1 was read as M. tuberculosis 13%, influenza NS1A 0%, inhibitors of VEEV 1.4%, PhoP GFP inhibition -4% and M. tuberculosis HTS 1%.
`CCCCCC1CCC(c2n[nH]c(=S)n2C)CC1` (centres undefined) gave M. tuberculosis 24%, influenza NS1A -1%, inhibitors of VEEV 1.2%, PhoP GFP inhibition -4% and M. tuberculosis HTS -1%.
`COc1ccc(C(C(=O)NC(C)(C)C)N(C[C@H]2CC[C@@H]([C@@H]3CC[C@H](CO)O3)O2)C(=O)c2ccccc2)cc1` (some centres undefined) gave influenza NS1A -2% and inhibitors of VEEV 0.3%.
`CCCCC(=O)Nc1ccc2c(c1)nc1n2CCOC1` gave M. tuberculosis 11%, influenza NS1A 2%, inhibitors of VEEV 2.2%, PhoP GFP inhibition -13% and M. tuberculosis HTS 5%.
Screening COc1ccc(S(=O)(=O)Nc2cccc(C)c2C)c2cccnc12 returned M. tuberculosis 2%, influenza NS1A -7%, inhibitors of VEEV 3.5%, PhoP GFP inhibition 9% and M. tuberculosis HTS 5%.
`CCOC(=O)C1CCN(CC(=O)N(CC(C)C)c2c(N)n(CC(C)C)c(=O)[nH]c2=O)CC1` gave M. tuberculosis 0%, influenza NS1A -5%, inhibitors of VEEV inactive, PhoP GFP inhibition -5% and M. tuberculosis HTS -2%.
For CCOC(=O)c1cnn(-c2ccccc2)c1-n1cccc1 the results were M. tuberculosis 11%, influenza NS1A -1%, inhibitors of VEEV 0.1%, PhoP GFP inhibition 7% and M. tuberculosis HTS -2%.
Cc1cc(C)n2nc(C(=O)OCC(=O)c3cc(C)n(CC4CCCO4)c3C)nc2n1 (centres undefined) was read as M. tuberculosis -7%, influenza NS1A -4%, inhibitors of VEEV 0.6%, PhoP GFP inhibition -3% and M. tuberculosis HTS -8%.
`COc1cccc(CNCCSc2nnnn2C)c1OC` gave M. tuberculosis -7%, influenza NS1A -1%, inhibitors of VEEV inactive, PhoP GFP inhibition -1% and M. tuberculosis HTS 3%.
Screening COc1ccc(N(CC(=O)Nc2ccc(S(=O)(=O)N3CCOCC3)cc2)S(=O)(=O)c2ccccc2)cc1 returned M. tuberculosis 25%, influenza NS1A -20%, inhibitors of VEEV 7.5%, PhoP GFP inhibition -8% and M. tuberculosis HTS -1%.
Screening CCOc1ccccc1NC(=O)CSc1nc2[nH]ncc2c(=O)[nH]1 returned M. tuberculosis 0%, influenza NS1A -6%, inhibitors of VEEV 2.0%, PhoP GFP inhibition 6% and M. tuberculosis HTS -9%.
For O=C(COC(=O)Cc1ccsc1)Nc1ccc(F)cc1Cl the results were M. tuberculosis 49%, influenza NS1A -2%, inhibitors of VEEV inactive and M. tuberculosis HTS 4%.
Screening O=C(O)c1cccc(NS(=O)(=O)c2ccc(-c3ccc(S(=O)(=O)Nc4cccc(C(=O)O)c4)cc3)cc2)c1 returned M. tuberculosis -3%, influenza NS1A 13%, inhibitors of VEEV inactive, PhoP GFP inhibition 2% and M. tuberculosis HTS -7%.
COc1cc(OC)c2c(c1C(CCN1CCOCC1)c1ccc(N(C)C)cc1)OC(=O)CC2c1ccc(N(C)C)cc1 (centres undefined) was read as M. tuberculosis 6%, influenza NS1A 14µM*, inhibitors of VEEV 1.5%, PhoP GFP inhibition 2% and M. tuberculosis HTS 0%.
Screening Cc1ccc(OC(=S)Nc2ccc(F)cc2)cc1 returned M. tuberculosis 1%, influenza NS1A 3%, inhibitors of VEEV 5.3%, PhoP GFP inhibition 3% and M. tuberculosis HTS 4%.
Screening COc1cc(OC)cc(C(=O)NC2=NCCS2)c1 returned M. tuberculosis 1%, influenza NS1A 1%, inhibitors of VEEV 1.2%, PhoP GFP inhibition 7% and M. tuberculosis HTS -3%.
Screening Cc1c(NC(=S)N/N=C/c2ccc(Br)cc2)c(=O)n(-c2ccccc2)n1C returned M. tuberculosis -20%, influenza NS1A 0%, inhibitors of VEEV 0.6%, PhoP GFP inhibition 0% and M. tuberculosis HTS 3%.
Screening Cc1cc(C=C2C(=O)N(C)C(=S)N(C)C2=O)c(C)n1C1CCCC1 returned M. tuberculosis inconclusive, influenza NS1A 20%, inhibitors of VEEV 5.2%, PhoP GFP inhibition 2% and M. tuberculosis HTS 65%.
For CC(=O)N1CCN(c2ccccc2NC(=O)c2cc(Br)ccc2Cl)CC1 the results were M. tuberculosis 42%, influenza NS1A 0%, inhibitors of VEEV 2.0%, PhoP GFP inhibition -3% and M. tuberculosis HTS -1%.
Screening CCN1CCN(c2ccc(S(=O)(=O)N3CCCCC3)cc2NC(=O)COc2cc(C)ccc2Cl)CC1 returned M. tuberculosis 34%, influenza NS1A 2%, inhibitors of VEEV 4.7%, PhoP GFP inhibition -4% and M. tuberculosis HTS 63%.
For CC1(C)CC(C(CC(=O)N2CCCC2)Cc2ccccc2)CCO1 (centres undefined) the results were M. tuberculosis -7%, influenza NS1A 13%, inhibitors of VEEV 0.5%, PhoP GFP inhibition -1% and M. tuberculosis HTS 1%.
Screening COc1ccc(C2CC(c3cccs3)=NN2C(=O)c2ccccc2)cc1OC (centres undefined) returned M. tuberculosis 20%, influenza NS1A -11%, inhibitors of VEEV inactive, PhoP GFP inhibition 6% and M. tuberculosis HTS -2%.
`COc1ccc(CCNC(=O)c2ccc3c(c2)NC(=O)CS3)cc1OC` gave M. tuberculosis 6%, influenza NS1A -4%, inhibitors of VEEV 3.3%, PhoP GFP inhibition -9% and M. tuberculosis HTS 10%.
For COc1ccc(NC(=O)CSc2nc3ncccc3[nH]2)cc1OC the results were M. tuberculosis -9%, influenza NS1A -2%, inhibitors of VEEV 2.4%, PhoP GFP inhibition 8% and M. tuberculosis HTS 0%.
Screening Cc1cc(-n2c(SCc3ccccc3F)nc3n[nH]c(C)c3c2=N)ccc1Cl returned M. tuberculosis 8%, influenza NS1A 3%, inhibitors of VEEV 3.8%, PhoP GFP inhibition -2% and M. tuberculosis HTS 7%.
COc1ccc(/C=C2\SC(=S)N(C(C)C(=O)NC3C=CS(=O)(=O)C3)C2=O)cc1 (centres undefined) was read as M. tuberculosis -7%, influenza NS1A 2%, inhibitors of VEEV 3.6%, PhoP GFP inhibition 1% and M. tuberculosis HTS 10%.
Screening CC(C)c1ccc(/C=C2\NC(=S)N(Cc3cccnc3)C2=O)cc1 returned M. tuberculosis 3%, inhibitors of VEEV 0.2%, PhoP GFP inhibition 12% and M. tuberculosis HTS -2%.

4 compounds drawn at random from those above, as already listed:
For CC(=O)N1CCN(c2ccccc2NC(=O)c2cc(Br)ccc2Cl)CC1 the results were M. tuberculosis 42%, influenza NS1A 0%, inhibitors of VEEV 2.0%, PhoP GFP inhibition -3% and M. tuberculosis HTS -1%.
For COc1ccc(NC(=O)CSc2nc3ncccc3[nH]2)cc1OC the results were M. tuberculosis -9%, influenza NS1A -2%, inhibitors of VEEV 2.4%, PhoP GFP inhibition 8% and M. tuberculosis HTS 0%.
Screening Cc1ccc(OC(=S)Nc2ccc(F)cc2)cc1 returned M. tuberculosis 1%, influenza NS1A 3%, inhibitors of VEEV 5.3%, PhoP GFP inhibition 3% and M. tuberculosis HTS 4%.
COc1ccc(/C=C2\SC(=S)N(C(C)C(=O)NC3C=CS(=O)(=O)C3)C2=O)cc1 (centres undefined) was read as M. tuberculosis -7%, influenza NS1A 2%, inhibitors of VEEV 3.6%, PhoP GFP inhibition 1% and M. tuberculosis HTS 10%.
